Screening results: PubChem BioAssay, several laboratories
rCAG RNA binder – r(CAG) repeat RNA binding | TO-PRO-1 dye displacement fluorescence | actives 1.3% (n = 370,000) | inhibition, % at 3 µM;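 active means inhibition above the plate cutoff, the mean of all test compounds on that plate plus 3 SD, cut at about 35% in these data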;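 further: 0% = DMSO alone and 100% = 100 µM mitoxantrone as full dye displacement; higher means more dye released from RNA so lower well fluorescence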
mABHD4 FP – inhibits mouse alpha/beta hydrolase domain 4; purified mABHD4, FP-Rh probe fluorescence polarization; inhibition, % at 8.92 µM; actives 0.54% (n = 370,000);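 active means inhibition exceeding the mean over every tested compound plus 3 SD, cut at about 30% in these data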;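 further: 0% = plate median of compound wells and 100% = S159A mutant with DMSO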
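Test system: mABHD4 protein; Read-out basis: % inhibition; Incubation: 45 min + 60 min at 25 °C; Repeats: single replicate; Technique: fluorescence polarization with parallel and perpendicular emission, 525/598 nm; Compound: 8.92 µM, single dose; Benchmarks: full inhibition S159A mutant plus DMSO, zero as sample-well median.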
GC-B act – GC-B (human) receptor activation. P20594. HEK293-GC-B cells, CNP EC30, cGMP TR-FRET; 0% at EC30 CNP, 100% saturating CNP. activation, % at 10 µM. actives 0.11% (n = 370,000). AID 1920062;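 active means activation at 10 µM reaching about 35% in either raw or pattern-adjusted values, limit read from the data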
SIAE inh – blocks human sialic acid acetylesterase | actives 0.69% (n = 370,000) | AID 1053197 | SIAE FP-Rh probe binding, fluorescence polarization | Q9HAT2 | inhibition, % at 9.66 µM;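 active means inhibition above a cutoff: mean of compounds within the control limits plus 3 SD of those, cut at about 17% in these data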;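 further: 0% = plate median of compound wells and 100% = probe without SIAE protein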
MBD2 DNA inh – blocks human MBD2 binding to methylated DNA | inhibition, % at 4.4 µM | Q9UBB5 | actives 0.31% (n = 370,000) | TR-FRET, MBD2 binding to methylated oligonucleotide; in the data active means inhibition above about 13%
Target sequence (Q9UBB5 whole entry, looked up): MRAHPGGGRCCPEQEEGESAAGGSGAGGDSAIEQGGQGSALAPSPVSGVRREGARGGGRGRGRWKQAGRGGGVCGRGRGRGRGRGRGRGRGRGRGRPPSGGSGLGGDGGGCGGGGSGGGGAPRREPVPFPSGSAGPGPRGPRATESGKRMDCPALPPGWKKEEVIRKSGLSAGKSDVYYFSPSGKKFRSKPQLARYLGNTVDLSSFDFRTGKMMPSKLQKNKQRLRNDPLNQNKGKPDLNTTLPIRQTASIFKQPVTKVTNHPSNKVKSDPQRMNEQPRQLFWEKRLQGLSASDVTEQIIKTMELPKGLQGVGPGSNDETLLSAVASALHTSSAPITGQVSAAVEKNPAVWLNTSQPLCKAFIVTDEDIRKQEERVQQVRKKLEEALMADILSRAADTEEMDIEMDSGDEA
TDP2 absorb – TDP2 (human) inhibition, absorbance primary screen | recombinant TDP2, T5PNP hydrolysis, p-nitrophenol absorbance 415 nm | inhibition, % at 12.8 µM | O95551 | actives 0.34% (n = 370,000);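 active means inhibition above the mean of all tested compounds plus 3 SD, set per campaign, cut at about 25% in these data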;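 further: 0% = DMSO with enzyme and 100% = buffer with substrate but no TDP2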
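Incubation: 2 h at 37 °C; Test system: recombinant human TDP2; Quantity: enzyme 120 nM; Read-out basis: percent inhibition; Medium: 50 mM Tris-HCl pH 7.5 with Mg2+, KCl, DTT, BSA; Repeats: single replicate; Compound: 12.8 µM single point, 1% DMSO; Signal: epi absorbance; Reagent: 5 mM T5PNP chromogenic substrate; Benchmarks: no-enzyme high, DMSO-plus-enzyme low.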
LEDGF integ inh – blocks HIV-1 LEDGF/p75-dependent DNA integration. AID 743269. TR-FRET IN-LEDGF/p75 DNA integration, Eu/Cy5. inhibition, % at 3.7 µM. actives 0.64% (n = 370,000);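 active means inhibition above the screen-wide mean plus 3 SD, cut at about 13% in these data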;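 further: signal is the Cy5 over europium emission ratio at 671 and 618 nm; 0% = plate median of compound wells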
HTRA1 inh – inhibitors of human serine peptidase HTRA1. Q92743. recombinant HTRA1, FP-rhodamine activity-based probe, fluorescence polarization. inhibition, % at 5.96 µM. actives 0.5% (n = 340,000). AID 504803; in the data active means inhibition above about 36%;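 further: 0% = enzyme with DMSO and 100% = wells lacking enzyme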
PRMT1 inh – PRMT1 (human) inhibition, primary screen. recombinant PRMT1, activity-based probe fluorescence polarization. inhibition, % at 2.79 µM. actives 1.3% (n = 370,000). AID 652257;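 active means inhibition above about 21% made by adding two undisclosed values, limit read from the data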
Target sequence (Q99873 whole entry, looked up): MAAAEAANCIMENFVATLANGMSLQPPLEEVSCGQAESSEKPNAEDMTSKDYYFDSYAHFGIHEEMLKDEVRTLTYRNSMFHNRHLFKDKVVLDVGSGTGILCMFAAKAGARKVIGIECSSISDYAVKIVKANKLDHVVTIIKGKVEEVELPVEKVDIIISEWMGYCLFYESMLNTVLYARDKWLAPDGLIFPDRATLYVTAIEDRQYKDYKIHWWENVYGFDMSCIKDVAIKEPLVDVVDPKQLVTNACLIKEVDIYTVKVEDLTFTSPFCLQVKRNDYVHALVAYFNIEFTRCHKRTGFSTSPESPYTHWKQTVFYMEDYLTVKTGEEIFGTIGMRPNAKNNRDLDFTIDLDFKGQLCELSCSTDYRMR
TCR-CD3 inh – blocks the human TCR-CD3 interaction; TAMRA-labeled TCR probe fluorescence, biochemical; inhibition, % at 9.4 µM; actives 0.37% (n = 360,000); in the data active means inhibition above about 19%;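 further: recombinant mutant TCR 2C K166C tagged with TAMRA read by polarization; 0% = receptor in buffer alone and 100% = receptor with positive control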
Starred values were filed as active, the others as inactive; x = not tested or not shown. The list is partial; the hit share may differ from the screen's.

cpd	compound	SIAE inh	TCR-CD3 inh	MBD2 DNA inh	LEDGF integ inh	TDP2 absorb	HTRA1 inh	PRMT1 inh	mABHD4 FP	rCAG RNA binder	GC-B act
1	Cc1cccc2nc(-c3ccco3)c(Nc3ccc4c(c3)OCCO4)n12	3	4	5	4	-3	5	-2	10	-2	11
2	Nc1cc(=O)[nH]c(SCC(=O)Nc2cccc(Cl)c2)n1	2	6	-5	0	-1	-4	2	-2	2	2
3	CCc1cccc2c(C(=O)CSc3nnc(-c4ccoc4C)n3C)c[nH]c12	1	1	0	-1	14	-10	-2	0	-3	-19
4	CCOc1ccc(CN2CCNC(=O)C2CC(=O)NCCCC2CCCC2)cc1 (stereo not given)	-6	8	-1	3	-4	-6	-1	0	-7	-4
5	Cc1ccc(C)c(-c2nnc(NC(=O)c3ccc([N+](=O)[O-])o3)o2)c1	2	-2	3	4	1	-3	0	-4	8	-5
6	Cc1ccc(C)c(N2CCN(C(=O)CSc3ccsc3[N+](=O)[O-])CC2)c1	0	6	-2	-1	-2	-4	0	-9	10	2
7	C=CCOc1ccc(Cl)cc1C(=O)O	-2	-4	8	-1	-9	3	2	-12	3	1
8	COCCNC(=O)C1(C)CCCN(C(=O)c2ccccc2C(F)(F)F)C1 (stereo not given)	-10	-4	1	1	-7	x	-5	3	2	4
9	CS(=O)(=O)N(CC(=O)NC1CCCCC1)Cc1ccc(F)cc1	0	-3	5	-2	0	2	0	0	-5	1
10	c1ccc(OCCNc2nc(NCC3CC3)nc3ccsc23)cc1	9	4	-7	0	-11	x	-1	16	1	1
11	O=C(N/N=C/c1coc2ccccc2c1=O)c1cccc([N+](=O)[O-])c1	7	3	10	-2	-5	2	-3	4	-1	-1
12	O=C(Nc1ccc(F)cc1)OCCN1C(=O)CCC12CCC(c1ccc(Cl)cc1)CC2 (stereo not given)	9	x	-1	1	-2	x	-3	-2	1	-16
13	Cc1cc(C(=O)CSc2nc3ccc(Cl)cc3[nH]2)c(C)n1CC1CCCO1 (stereo not given)	-3	4	1	0	4	-33	1	5	12	-1
14	O=S(=O)(c1ccc(Cl)c(NC(=S)N/N=C/c2c(F)cccc2F)c1)N1CCOCC1	-1	2	-1	-4	0	-22	2	-1	12	3
15	Cc1ccc(C2(C)NC(=O)N(CC(=O)N3CCc4ccccc43)C2=O)cc1 (stereo not given)	-4	-5	-5	4	-1	-6	-3	-8	0	-3
16	Cn1nc(C(F)(F)F)c(-c2ccc(Br)cc2)c1NC(=O)Nc1ccc(F)cc1F	1	1	4	-2	7	-26	-1	-23	-2	-3
17	Cc1ccc(NC(=O)CCC(=O)OCC(F)(F)C(F)F)cc1	-2	0	1	1	-4	6	0	1	0	-2
18	Cc1cc(Cl)ccc1NC(=S)NCc1ccc(S(N)(=O)=O)cc1	5	2	0	1	3	-5	5	-2	0	-3
19	Cc1ccc2c(c1)COc1c3ccc(C(=O)N4CCCCC4)cc3nn1-2	-1	-5	2	0	4	-15	2	3	-7	12
20	Cc1ccccc1NC(=O)COC(=O)c1ccc(CSc2ccc(Cl)cc2)cc1	-4	2	6	-1	9	-6	0	3	-1	-2

Some of the entries so far, with two lines to a compound.
Fields: SIAE inh	TCR-CD3 inh	MBD2 DNA inh	LEDGF integ inh	TDP2 absorb	HTRA1 inh	PRMT1 inh	mABHD4 FP	rCAG RNA binder	GC-B act
[6] Cc1ccc(C)c(N2CCN(C(=O)CSc3ccsc3[N+](=O)[O-])CC2)c1
→ 0	6	-2	-1	-2	-4	0	-9	10	2
[7] C=CCOc1ccc(Cl)cc1C(=O)O
→ -2	-4	8	-1	-9	3	2	-12	3	1

Carrying on.
cpd	compound	SIAE inh	TCR-CD3 inh	MBD2 DNA inh	LEDGF integ inh	TDP2 absorb	HTRA1 inh	PRMT1 inh	mABHD4 FP	rCAG RNA binder	GC-B act
21	CC(NC(=O)COC(=O)Cn1cnc2ccccc2c1=O)C1CC2CCC1C2 (stereo not given)	-5	1	5	-3	-17	-2	6	-11	-3	-3
22	CC1(C(=O)Nc2ccc3c(c2)OCCO3)CCN1C(=O)c1cccc(F)c1 (stereo not given)	-3	-2	4	-4	3	x	3	2	-1	0
23	CCOC(=O)c1oc2ccccc2c1COC(=O)CNC(=O)c1ccccc1OC	4	-6	1	-1	1	-11	1	0	-3	-4
24	Cc1c(CN2CCC(n3nccc3NC(=O)C3CC3)CC2)[nH]c2ccccc12	2	3	-3	2	-4	3	1	0	-4	6
25	CC(C)C(C(=O)NCc1ccco1)N(C(=O)CNS(=O)(=O)c1ccccc1)C1CCCC1 (stereo not given)	-8	1	-9	2	-14	-4	-5	-8	-5	2
26	Cc1ccc(NC(=O)CCCNC(=O)c2ccc(Cl)cc2)cc1S(=O)(=O)N1CCOCC1	3	-9	3	0	-1	1	-1	3	1	-4
27	CC(C)(C)N=C(NS(=O)(=O)c1cccs1)c1ccccc1	2	1	0	4	-2	-1	-3	-5	-1	-5
28	O=C(OCc1cn([C@H]2C[C@H](c3ccc(Cl)cc3)N(Cc3cccs3)C[C@@H]2O)nn1)c1ccccc1	-21	-13	-1	2	-3	-60	-3	-7	8	-7
29	CCCNC(=O)C1(C)CCCN(Cc2cc(-c3ccccc3)n(C)n2)C1 (stereo not given)	-6	3	-6	3	-4	x	-4	-9	-3	0
30	CN1CCCN(C(=O)CC2(CC(=O)O)CCCCC2)CC1	3	-2	6	-6	3	2	2	6	-5	4
31	N#CCn1c(CCl)nc2ccccc2c1=O	-6	6	4	0	0	4	-1	4	2	-1
32	CCOC(=O)c1ccc(NS(=O)C23CC4CC(CC(C4)C2)C3)cc1 (stereo not given)	2	0	5	5	-14	-5	1	10	2	2
33	CC(c1cccs1)N(Cc1ccco1)C(=S)Nc1ccccc1Cl (stereo not given)	-6	0	0	1	6	-8	-3	1	4	-3
34	O=C(NCc1ccco1)NC1CCCCC1	5	-5	2	0	9	-1	-3	1	-2	5
35	COc1cc(-c2cnc3c(NC=O)cc(-c4cccc(C(F)(F)F)c4)cn23)cc(OC)c1OC	1	-4	0	-2	6	x	-1	0	5	6
36	COc1ccc([C@H]2C[C@H](n3cc(C4CC4)nn3)[C@@H](O)CN2C(=O)C2CCCCC2)cc1	2	-4	3	2	3	-1	-5	-1	2	0
37	O=c1c2ccccc2cnn1Cc1ccc(Cl)c(Cl)c1	-7	5	-1	-2	-16	-12	-1	-5	1	8
38	O=[N+]([O-])c1cccc(/C=N/Nc2nc(C(Cl)(Cl)Cl)nc3ccccc23)c1	-3	-4	-3	-1	5	-5	2	-4	2	0
39	Cc1ccc(C)c(S(=O)(=O)N2CCCC2CNC(=O)C(=O)Nc2ccccc2)c1 (stereo not given)	-1	-6	4	-4	-1	-14	3	-3	6	-1
40	C=CC[C@@H](CC(=O)N[C@@H](CO)Cc1ccccc1)C(=O)N[C@H](COC(=O)[C@@H](CC=C)Cc1ccc(F)cc1)Cc1ccccc1	-7	0	3	-1	6	-1	0	-5	0	3

Rewritten as labelled records: 2 of the compounds above.
30) CN1CCCN(C(=O)CC2(CC(=O)O)CCCCC2)CC1
  SIAE inh: 3
  TCR-CD3 inh: -2
  MBD2 DNA inh: 6
  LEDGF integ inh: -6
  TDP2 absorb: 3
  HTRA1 inh: 2
  PRMT1 inh: 2
  mABHD4 FP: 6
  rCAG RNA binder: -5
  GC-B act: 4

31) N#CCn1c(CCl)nc2ccccc2c1=O
  SIAE inh: -6
  TCR-CD3 inh: 6
  MBD2 DNA inh: 4
  LEDGF integ inh: 0
  TDP2 absorb: 0
  HTRA1 inh: 4
  PRMT1 inh: -1
  mABHD4 FP: 4
  rCAG RNA binder: 2
  GC-B act: -1

The results go on.
cpd	compound	SIAE inh	TCR-CD3 inh	MBD2 DNA inh	LEDGF integ inh	TDP2 absorb	HTRA1 inh	PRMT1 inh	mABHD4 FP	rCAG RNA binder	GC-B act
41	COc1ccc(/C=C/c2nnc(NC(=O)c3ccco3)s2)cc1	-17	-14	-5	2	-3	x	6	-10	10	-7
42	N#CC(=Cc1ccccn1)c1nc(-c2ccc(Cl)cc2)cs1	7	7	-2	1	10	3	3	8	16	-2
43	COc1ccc(CCNc2nc(=S)[nH]c3cc(OC)c(OC)cc23)cc1OC	8	4	5	4	9	1	-1	2	5	-3
44	COc1ccc(F)cc1C(=O)C1CCCN(C(=O)c2ccccc2N(C)C)C1 (stereo not given)	0	1	3	1	7	-4	-2	0	-7	-6
45	O=C(N/N=C\c1ccc(-c2ccc([N+](=O)[O-])cc2)o1)c1ccc2c(c1)OCO2	-1	-1	2	-1	7	2	1	10	2	-6
46	O=C(Oc1ccc(C(=S)N2CCOCC2)cc1)c1ccc(F)cc1	-1	-1	1	6	-12	7	7	-7	-2	0
47	COC1=C/C(=C/c2c(N)n3nc(-c4ccc(C)cc4)sc3nc2=O)C=CC1=O	-4	9	-3	-4	-10	-21	2	-19	63*	-3
48	CNC(=O)NC(=O)COC(=O)c1ccc(-n2c(C)ccc2C)cc1	2	4	2	3	4	3	3	-2	3	-5
49	O=C(Cn1cc2c(n1)CCCCC2)N1CCCCC1	-1	2	-3	2	-8	4	-6	-6	1	0
50	COCCNC(=O)c1c[nH]c2ccc(OC)cc2c1=O	-2	4	0	1	4	0	-1	0	-1	-2
51	Cc1ccc(S(=O)(=O)N2[C@H](C(C)C)[C@H]3[C@H]4C(=O)N(c5ccccc5)C(=O)[C@H]4CC(=O)[C@H]3[C@@H]2c2ccccc2)cc1	1	4	-3	-1	1	x	-2	-9	29	-5
52	Cc1ccsc1CN1CC(=O)N(c2c(C)cccc2C)C1=S	-2	3	-3	5	-1	-3	-2	1	-3	0
53	O=C1NC[C@H](CC2CCCCC2)N(CCc2cc(C(F)(F)F)cc(C(F)(F)F)c2)C1=O	2	-2	-6	2	-1	x	0	2	0	-8

Taken from above:
Value of O=C(Oc1ccc(C(=S)N2CCOCC2)cc1)c1ccc(F)cc1 under HTRA1 inh: 7
Value of N#CC(=Cc1ccccn1)c1nc(-c2ccc(Cl)cc2)cs1 under MBD2 DNA inh: -2
Value of O=C(Cn1cc2c(n1)CCCCC2)N1CCCCC1 under HTRA1 inh: 4
Value of Cc1ccsc1CN1CC(=O)N(c2c(C)cccc2C)C1=S under LEDGF integ inh: 5
Value of O=C(N/N=C\c1ccc(-c2ccc([N+](=O)[O-])cc2)o1)c1ccc2c(c1)OCO2 under MBD2 DNA inh: 2

Reprinted at random: 2 records from the list
cpd	compound	SIAE inh	TCR-CD3 inh	MBD2 DNA inh	LEDGF integ inh	TDP2 absorb	HTRA1 inh	PRMT1 inh	mABHD4 FP	rCAG RNA binder	GC-B act
51	Cc1ccc(S(=O)(=O)N2[C@H](C(C)C)[C@H]3[C@H]4C(=O)N(c5ccccc5)C(=O)[C@H]4CC(=O)[C@H]3[C@@H]2c2ccccc2)cc1	1	4	-3	-1	1	x	-2	-9	29	-5
52	Cc1ccsc1CN1CC(=O)N(c2c(C)cccc2C)C1=S	-2	3	-3	5	-1	-3	-2	1	-3	0
